Compound activity deposited in PubChem BioAssay by several laboratories.
CHOP inh – inhibitors of CHOP promoter induction, primary screen, cell-based, unfolded protein response, luciferase reporter; actives 3.8% (n = 220,000); inhibition, % at 10 µM; CHO-K1 CHOP-promoter luciferase, tunicamycin-induced, 15-18 h; AID 2732, 2010;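 active = compounds that reduced the stress-induced luciferase reporter signal by more than about 70% of percent inhibition, limit read from the data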;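 note: 0% = tunicamycin plus vehicle and 100% = wells without tunicamycin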
TRPML3 ag – human TRPML3 channel agonists, primary screen, cell-based, HEK293 TRPML3-YFP, Fluo-8 calcium fluorescence, 3 µM. Mucolipin-3 (Homo sapiens), Q8TDD5. activation, % at 3 µM. actives 0.29% (n = 220,000). AID 1448, 2008. 100% = the carbachol control signal;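 active = activation above its plate's cutoff, the mean activation of the plate's test wells plus 3 SD, cut at about 12% in these data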;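 note: 0% = DMSO only wells and 100% = carbachol wells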
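Material: TRPML3-YFP stable HEK293 cells | Dosing: One concentration, 3 µM nominal, 0.3% DMSO | Timing: 125 s total fluorescence read per well | Technique: Fluo-8 calcium dye fluorescence, ex 470-495, em 515-575 nm | Measure: Percent activation from peak-to-basal fluorescence ratio, scaled between DMSO and carbachol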
RBBP9 inh – human RBBP9 inhibitors, primary screen, biochemical, fluorescence polarization, FP-Rh probe, HTS | inhibition, % at 7.94 µM | actives 0.2% (n = 220,000) | AID 1515, 2009 | recombinant RBBP9;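 active = inhibition above the campaign mean of all tested compounds plus 3 SD, cut at about 14% in these data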;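 note: plate controls were DMSO wells with RBBP9 for no effect and wells lacking RBBP9 protein for full effect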
Target sequence (O75884 whole entry, looked up): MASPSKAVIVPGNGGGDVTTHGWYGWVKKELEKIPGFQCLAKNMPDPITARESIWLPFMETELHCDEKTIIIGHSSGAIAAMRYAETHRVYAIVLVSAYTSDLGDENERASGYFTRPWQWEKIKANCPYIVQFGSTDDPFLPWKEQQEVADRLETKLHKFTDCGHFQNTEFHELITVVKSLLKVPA
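Test system – recombinant human RBBP9 · Input – RBBP9 2.5 µM in dispensing solution, pre-mixing · Medium – Tris buffer pH 8.0, NaCl, Pluronic · Schedule – preincubation 30 min plus labeling 45 min at 25 °C · Measured by – fluorescence polarization · Measure – % inhibition · Controls – DMSO and no-protein wells · Replicates – one well per compound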
PPC-1+TRAIL kill – compounds killing PPC-1 cancer cells with TRAIL present, primary screen, TRAIL potentiator project, ATPLite luminescence, uHTS; PPC-1 cells + TRAIL, ATPLite viability luminescence; cell killing (% activity), % at 4 µM; actives 0.41% (n = 220,000);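 active = cell killing above 50% in the first pass at 4 µM, then a duplicate retest at 5 µM averaging 50% or more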;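 note: plate controls were cells with TRAIL plus DMSO for no effect and medium-only wells lacking cells for full effect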
zfTRPN1 agonist – zebrafish TRPN1 channel agonists, primary screen, cell-based, HEK293, calcium fluorescence. transient receptor potential cation channel N1 (TRPN1/NompC), Danio rerio. HEK293 zebrafish TRPN1-YFP, Fluo-8 calcium fluorescence; 100% = response to 87 µM carbachol. activation, % at 3 µM. actives 0.18% (n = 220,000);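 active = activation above its plate's cutoff, the mean activation of test wells on that plate plus 3 SD, cut at about 19% in these data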;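 note: 0% = DMSO alone and 100% = 87 µM carbachol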
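Control set: carbachol 87 µM as high control, DMSO as low control; system: HEK293 stable line with zebrafish TRPN1-YFP; read-out: % activation versus carbachol response; detection: intracellular calcium fluorescence with Fluo-8; doses: single test compound dose, 3 µM nominal, 0.3% DMSO; schedule: dye 1 h 37 °C plus 30 min RT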
TNF necrop inh – inhibitors of TNF-alpha triggered necroptosis, primary screen, cell-based, Jurkat FADD-/-, single concentration | AID 463075, 2010 | Jurkat FADD-/- TNF necroptosis rescue, ATP luminescence, 24 h; 0 = TNF only, 100 = no-TNF cells | actives 0.068% (n = 220,000) | activation (protection from cell death), % at 10 µM;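 active = activation, meaning protection from cell death, of at least 50% relative to plate controls; inactive = activation below 50%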;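 note: necroptosis triggered by 40 ng/mL TNF-alpha added together with compound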
Ba/F3 V617F tox – reduced viability of JAK2V617F-dependent Ba/F3 cells, primary screen, JAK2V617F inhibitor project, cell-based, Ba/F3 EpoR-JAK2V617F, luminescence; ATP luminescence; actives 1.1% (n = 220,000); inhibition, % at 5.6 µM;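 active = inhibition above the campaign mean plus 3 SD over all tested compounds, cut at about 24% in these data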;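 note: cytokine-independent growth of Ba/F3 cells driven by EpoR plus mutant JAK2; 0% = DMSO-treated cells and 100% = JAK inhibitor I control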
BaF3 tox – parental Ba/F3 cell viability inhibition, counter-screen for JAK2V617F inhibitor project, murine pro-B, CellTiter-Glo luminescence | CellTiter-Glo ATP luminescence | inhibition, % at 5.6 µM | actives 1.1% (n = 220,000) | AID 1486, 2009;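 active = inhibition above a per-campaign cutoff, the mean inhibition of all tested compounds plus 3 SD, cut at about 27% in these data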;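 note: 0% = DMSO wells and 100% = JAK Inhibitor I control wells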
Wee1 degr inh – Wee1 degradation inhibitors, primary screen, cell-based, HeLa, Wee1K328M-luciferase, luminescence | HeLa Luc-Wee1K328M stability; 100% = proteasome inhibitor MG132 effect | actives 1.2% (n = 220,000) | Wee1-like protein kinase (Homo sapiens), P30291 | reporter increase, % at 5 µM | AID 1321, 2008;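 active = activation above the mean of all tested compounds plus 3 SD, set per screening run, cut at about 8.8% in these data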;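 note: cells exposed to compound for 20 h before luminescence read; 0% = DMSO alone and 100% = MG132 at 30 µM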
Target sequence (P30291 whole entry K328M): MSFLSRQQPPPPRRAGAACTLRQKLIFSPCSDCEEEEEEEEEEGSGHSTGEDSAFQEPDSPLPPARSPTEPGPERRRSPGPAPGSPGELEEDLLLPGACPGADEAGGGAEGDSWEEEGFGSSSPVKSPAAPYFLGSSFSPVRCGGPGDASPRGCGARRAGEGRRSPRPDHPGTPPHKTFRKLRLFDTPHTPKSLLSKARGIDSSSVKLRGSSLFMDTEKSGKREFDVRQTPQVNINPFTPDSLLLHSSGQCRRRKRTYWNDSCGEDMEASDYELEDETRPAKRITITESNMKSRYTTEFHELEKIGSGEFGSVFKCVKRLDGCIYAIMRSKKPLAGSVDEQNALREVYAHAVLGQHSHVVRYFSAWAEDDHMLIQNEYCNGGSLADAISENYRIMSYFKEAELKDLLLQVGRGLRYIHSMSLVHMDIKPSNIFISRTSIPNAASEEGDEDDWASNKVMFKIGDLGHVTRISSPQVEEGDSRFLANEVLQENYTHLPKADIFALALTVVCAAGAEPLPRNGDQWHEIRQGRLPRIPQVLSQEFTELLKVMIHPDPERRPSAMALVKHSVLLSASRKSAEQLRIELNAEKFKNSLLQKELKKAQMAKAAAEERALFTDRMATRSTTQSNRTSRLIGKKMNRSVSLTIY
Starred values were filed as active, the others as inactive; . = no result given; [ ] = dose if it differs, or a comment.

compound | CHOP inh | TRPML3 ag | RBBP9 inh | PPC-1+TRAIL kill | zfTRPN1 agonist | TNF necrop inh | Ba/F3 V617F tox | BaF3 tox | Wee1 degr inh
CCC(c1nnnn1C(C)(C)C)N(CCOC)Cc1cc2cccc(C)c2n2nnnc12 (stereo not given) | -9 | 0.6 | -1 | -3 | 1.2 | 0.5 | -1 | -1 | -1
CC1(C)CC(=O)C(N=Nc2ccc(C(F)(F)F)cc2[N+](=O)[O-])=C(O)C1 | 16 | 1.4 | -2 | 9 | 1.8 | -9.0 | -2 | 0 | 1
COCC(=O)n1nc(NCc2ccc(OC)cc2)nc1NCc1ccc(OC)cc1 | 4 | -0.1 | -5 | -13 | -0.7 | 0.4 | 1 | 2 | 2
CC(C)(C)NS(=O)(=O)c1ccc(CCC(=O)N2CCOCC2)cc1 | 15 | 0.5 | -9 | 10 | 2.2 | -0.8 | 0 | -1 | 3
Cc1c(NS(=O)(=O)c2ccc(NC3CCCC3)c([N+](=O)[O-])c2)c(=O)n(-c2ccccc2)n1C | 11 | 0.3 | -7 | -4 | -0.7 | 1.4 | -5 | 0 | 1
CCOC(=O)c1nnn(-c2nonc2NC(C)=O)c1C | -12 | 0.8 | -12 | -5 | -0.6 | 0.2 | -2 | 3 | 0
COc1cccc(C2CC(c3cccc(Br)c3)n3ncnc3N2)c1 (stereo not given) | 18 | 0.8 | 1 | 21 | 5.7 | -0.4 | 3 | 8 | -1
CCOCCn1c(N2CCN(c3ccc(OC)cc3)CC2)nc2c1c(=O)[nH]c(=O)n2C | 11 | 0.9 | -10 | 16 | 0.3 | -2.2 | -3 | -2 | -2
Fc1ccc(N2CCN(C(=S)NCc3ccco3)CC2)cc1 | 14 | -0.5 | -1 | 23 | 0.9 | 1.1 | 5 | 8 | -1
c1ccc(CN2CCN(c3nc(-c4ccccc4)nc(-n4ccnc4)n3)CC2)cc1 | 55 | -0.1 | -12 | 11 | -0.1 | -8.9 | 4 | 4 | -1
COc1ccc(CCNC(=O)C23CCC(C)(C(=O)C2Br)C3(C)C)cc1OC (stereo not given) | -15 | -0.6 | 8 | 21 | -2.2 | 3.0 | -1 | 0 | 0
NC(=O)COc1ccc(/C=N/NS(=O)(=O)c2ccccc2)cc1 | 17 | 1.3 | -11 | 31 | -0.9 | 1.8 | -2 | 3 | 0
CC(/C=N/NC(=O)Cn1nccc1C)=C\c1ccc(C(C)C)cc1 | 76* | -0.2 | -6 | 25 | -0.9 | 0.4 | -3 | 0 | 2
Cc1ccc(C(=O)OCC(=O)NCCC2=CCCCC2)s1 | 10 | -0.3 | -1 | 5 | 0.7 | -0.3 | 0 | 7 | -2
N#Cc1c(Cl)nsc1NC(=O)c1ccccc1 | 53 | 21* | -9 | 17 | 30* | -6.0 | 29* | 40* | 6
C=CCOc1ccc(Oc2cc(C)nc(SC)n2)nn1 | 1 | 0.2 | 0 | 25 | 0.3 | -2.5 | -3 | 4 | -3
O=[N+]([O-])c1ccc2c(OCc3nnc(-c4ccccc4Br)o3)ncnc2c1 | -1 | 0.7 | 1 | -3 | 1.8 | -3.2 | 1 | -3 | 1
CCOC(=O)CN(C(=O)CSc1nnc(-c2ccc(OC)c(OC)c2)o1)c1ccc(F)cc1 | 37 | 0.6 | -7 | -5 | 1.1 | -4.5 | 0 | 3 | -2
Cn1c2ccccc2c(=O)c2c(=O)n(-c3ccccc3)c(C3CCCCC3)nc21 | 35 | 0.4 | 5 | 31 | 0.4 | -2.5 | -3 | 3 | -3
O=C(CNCc1ccccc1Cl)Nc1ccccc1N1CCCCC1 | 45 | -0.7 | -4 | -12 | -1.9 | -0.8 | -2 | 2 | -3
CC1=CC(C)(C)N(S(=O)(=O)c2ccc(F)cc2)c2ccc(C)cc21 | . | 2.4 | -7 | 35 | -2.3 | -6.6 | -2 | 0 | 2
O=C(CS(=O)CC(=O)Nc1cccc2c1CCCC2)Nc1ccc(F)cc1 (stereo not given) | 22 | -0.9 | -3 | 1 | 0.0 | -1.4 | -3 | 3 | -2
CC(Sc1nnc2ccccn12)C(=O)Nc1ccc2c(c1)OCO2 (stereo not given) | -15 | -0.9 | 6 | 18 | -0.7 | 0.2 | -4 | 0 | 3
CC(C)(C)NC(=O)C(c1cccnc1)N(C(=O)c1csnn1)c1ccccc1 (stereo not given) | 0 | -0.1 | -11 | 23 | -0.7 | -0.3 | 1 | 1 | 4
CCOC(=O)c1sc(NC(=O)Nc2ccccc2Cl)cc1C | 80* | 1.9 | -12 | 63* | 3.2 | 0.4 | 0 | 4 | 3
CC(C)(C)c1ccc(Oc2ccc(NC(=O)c3cccs3)cn2)cc1 | 24 | 1.8 | -3 | 2 | 9.4 | -11 | 5 | -1 | 6
Cc1cnn(C(=S)NCc2ccc(Cl)cc2)c1 | 74* | -0.2 | -7 | 18 | -0.8 | -0.6 | 4 | 4 | -3
CC(C)OC(=O)/C(=C/c1ccc2c(c1)c1ccccc1n2C)NC(=O)c1ccccc1 | -28 | 0.5 | -1 | 28 | -0.8 | 2.6 | -3 | 8 | 5
O=C(Cc1nc2ccccc2s1)c1ccc(O)cc1O | 22 | 0.2 | 0 | 4 | -0.6 | -7.6 | -4 | 1 | -3
CCOC(=O)N1CCN(c2c(NCC3CCN(Cc4cccc(C)c4)CC3)c(=O)c2=O)CC1 | 34 | 0.2 | 6 | 11 | 0.7 | 1.6 | -3 | 4 | 3
O=C(Oc1cccc2ccccc12)c1ccncc1 | 25 | 0.1 | -7 | 4 | -1.1 | -2.3 | 4 | 3 | -1
O=C1NC2(C=Cc3c(ccc4ccccc34)O2)Oc2ccccc21 (stereo not given) | 16 | 0.3 | -8 | 5 | -0.7 | -5.8 | -3 | 2 | 2
CCOC(=O)Cn1cnc2c(C#N)c3n(c2c1=O)CCCCC3 | -4 | 0.7 | -2 | -4 | 1.5 | 0.2 | 1 | 4 | 1
Cc1ccnc(NC(=O)Nc2ccc3c(c2)OCO3)c1 | 22 | -0.2 | -5 | 36[5 µM] | 1.4 | 1.1 | 2 | 5 | 8
O=[N+]([O-])c1ccc2c(c1)nc1n2CCN(CC2CCCO2)C1 (stereo not given) | -9 | 1.1 | -1 | 23 | 0.3 | 1.0 | -1 | 2 | 0
O=C(Nc1ccc(N2CCOCC2)nc1)c1ccccc1Cl | -6 | 0.1 | 5 | 2 | 0.7 | 3.0 | -3 | 2 | 3
CNC(=O)c1cc2cc(OC)ccc2oc1=O | 5 | 0.6 | -1 | 12 | -0.8 | 0.7 | 2 | 5 | 0
O=C(NCc1cccs1)C1CCN(C(=O)NCc2ccccc2)CC1 | 7 | -0.1 | -5 | 17 | -1.3 | 2.9 | -2 | 0 | 2
Cc1ccnc(-n2c(C)cc(C=O)c2C)c1 | 20 | 0.8 | -4 | -6 | 1.9 | 0.4 | -3 | 6 | -2
CCCCN(CCCC)CCNC(=O)CNC(=O)c1cccs1 | 45 | 0.2 | 1 | 3 | 0.5 | 1.4 | -5 | 0 | 2

Full records, quoted from the list. Screens in order: CHOP inh, TRPML3 ag, RBBP9 inh, PPC-1+TRAIL kill, zfTRPN1 agonist, TNF necrop inh, Ba/F3 V617F tox, BaF3 tox, Wee1 degr inh
O=C(Nc1ccc(N2CCOCC2)nc1)c1ccccc1Cl as listed: -6, 0.1, 5, 2, 0.7, 3.0, -3, 2, 3
CCOC(=O)c1sc(NC(=O)Nc2ccccc2Cl)cc1C as listed: 80*, 1.9, -12, 63*, 3.2, 0.4, 0, 4, 3
CC(C)(C)c1ccc(Oc2ccc(NC(=O)c3cccs3)cn2)cc1 as listed: 24, 1.8, -3, 2, 9.4, -11, 5, -1, 6
CCOC(=O)Cn1cnc2c(C#N)c3n(c2c1=O)CCCCC3 as listed: -4, 0.7, -2, -4, 1.5, 0.2, 1, 4, 1
CCOC(=O)N1CCN(c2c(NCC3CCN(Cc4cccc(C)c4)CC3)c(=O)c2=O)CC1 as listed: 34, 0.2, 6, 11, 0.7, 1.6, -3, 4, 3

New compounds follow.
Below each SMILES: CHOP inh	TRPML3 ag	RBBP9 inh	PPC-1+TRAIL kill	zfTRPN1 agonist	TNF necrop inh	Ba/F3 V617F tox	BaF3 tox	Wee1 degr inh
CCn1c(N2CCN(S(=O)(=O)c3ccc(Cl)cc3)CC2)nc2ccccc21
    36	2.0	4	-5	2.4	1.0	-1	1	26*
COc1ccc(Nc2cc(Cl)nc(N)n2)cc1OC
    11	0.5	5	0	0.8	-2.9	2	9	-3
CS(=O)(=O)N(Cc1ccc(Cl)cc1)c1ccc(C(=O)NCC2CCCO2)cc1 (stereo not given)
    -3	2.5	2	-23	3.2	0.5	4	13	-3
Cn1c(=O)cc(SCC(=O)NCCCN2CCOCC2)c2ccc(Cl)cc21
    8	0.1	5	15	0.9	-0.5	-2	8	-2
COc1cc(/C=N/Nc2cccc(C)c2)cc(Br)c1O
    25	0.5	-5	1	-0.8	-0.2	1	9	0
CCCN(CC(=O)Nc1ccc(C(C)=O)cc1)CC(=O)Nc1ccccc1C
    9	0.1	0	8	3.2	3.5	2	9	-1
